Source: PubChem
PRMT1 inh = blocks human protein arginine methyltransferase 1; Q99873; recombinant PRMT1, activity-based probe fluorescence polarization; inhibition, % at 2.79 µM; 370,000 tested, 1.3% active; AID 652257;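 active = inhibition above about 21% made by adding two undisclosed values, limit read from the data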
Tn7 DDE FP = DD(E)-Tn7 binding inhibition, primary FP screen; 370,000 tested, 0.13% active; P02675; AID 720508; FP displacement of FITC-Tn7 peptide from fibrin DD(E); 0% = median of compound wells per plate; inhibition, % at 8.3 µM;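 active = inhibition above the mean of compounds falling within the control limits plus 3 SD of them, cut at about 14% in these data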;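 also: 0% = plate median of compound wells and 100% = 10 µM Aha-Tn7 peptide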
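system = human fibrin DD(E) protein | quantity = DD(E) 2 µM final | medium = Tris/NaCl/CaCl2 buffer, pH 7.8 | also added = labelled Tn7 tracer, 0.1 µM | compound dosing = single point at 8.3 µM | timing = compound with protein 10 min, then 3 h after probe, room temperature | signal = FP measurement | benchmarks = Aha-Tn7 high control | repeats = one replicate per compound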
TDP2 absorb = blocks human TDP2 phosphodiesterase activity; recombinant TDP2, T5PNP hydrolysis, p-nitrophenol absorbance 415 nm; inhibition, % at 12.8 µM; 370,000 tested, 0.34% active; O95551;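 active = inhibition above the mean of all tested compounds plus 3 SD, set per campaign, cut at about 25% in these data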;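 also: 0% = DMSO with enzyme and 100% = buffer with substrate but no TDP2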
Target sequence (O95551 whole entry, looked up): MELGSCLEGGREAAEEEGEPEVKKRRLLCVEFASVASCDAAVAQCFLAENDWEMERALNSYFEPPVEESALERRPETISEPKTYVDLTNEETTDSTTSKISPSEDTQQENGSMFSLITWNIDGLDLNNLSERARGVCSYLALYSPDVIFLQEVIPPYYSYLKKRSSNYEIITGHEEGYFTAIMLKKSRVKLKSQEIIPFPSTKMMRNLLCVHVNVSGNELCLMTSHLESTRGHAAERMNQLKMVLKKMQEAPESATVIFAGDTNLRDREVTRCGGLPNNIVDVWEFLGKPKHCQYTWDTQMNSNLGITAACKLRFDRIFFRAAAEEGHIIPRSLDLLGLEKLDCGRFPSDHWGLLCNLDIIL
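Test system: human TDP2 enzyme; Input: 120 nM TDP2 per well; Buffer or medium: Mg2+-containing Tris-HCl buffer, pH 7.5; Reagent: 5 mM T5PNP; Dosing: 12.8 µM single point, 1% DMSO; Incubation: reaction 2 h, 37 °C; Detection: p-Nitrophenol epi absorbance; Read-out: % inhibition relative to enzyme-containing and enzyme-free wells; Replicates: single well per compound.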
UHRF1 binding = blocks human UHRF1 binding to methylated DNA; Q96T88; UHRF1 binding to methylated oligo, TR-FRET; inhibition, % at 4.4 µM; 370,000 tested, 0.75% active; AID 687016; in the data active = inhibition above about 21%;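 also: UHRF1 SRA domain binding a hemimethylated CpG hairpin DNA probe; 0% = median of test compound wells and 100% = reference inhibitor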
DDE Tn6 FP inh = DD(E)-Tn6 binding inhibition, primary FP screen | Fibrin DD(E) TRITC-Tn6 fluorescence polarization displacement | 370,000 tested, 0.21% active | P02675 | AID 720509 | inhibition, % at 8.3 µM;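 active = inhibition above a per-campaign cutoff: mean of compounds within control limits plus 3 SD, cut at about 15% in these data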;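 also: 0% = median of all compound wells on the plate and 100% = blocking peptide control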
proKLK7 act = activators of human kallikrein-7 zymogen | P49862 | purified proKLK7, EDANS-DABCYL substrate fluorescence; 100% is mature enzyme control, 0% vehicle | activation, % at 7 µM | 370,000 tested, 0.9% active | AID 652039;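 active = activation above the mean of all tested compounds plus 3 SD, computed per campaign excluding outliers beyond control limits, cut at about 13% in these data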
LEDGF integ inh = blocks HIV-1 LEDGF/p75-dependent DNA integration; 370,000 tested, 0.64% active; inhibition, % at 3.7 µM; TR-FRET IN-LEDGF/p75 DNA integration, Eu/Cy5;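 active = inhibition above the screen-wide mean plus 3 SD, cut at about 13% in these data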;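 also: signal is the Cy5 over europium emission ratio at 671 and 618 nm; 0% = plate median of compound wells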
MBD2 inh = blocks human MBD2 binding to methylated DNA. 370,000 tested, 0.31% active. Q9UBB5. inhibition, % at 4.4 µM. TR-FRET, MBD2 binding to methylated oligonucleotide; in the data active = inhibition above about 13%
TCR CD3 inh = blocks the human TCR-CD3 interaction. TAMRA-labeled TCR probe fluorescence, biochemical. inhibition, % at 9.4 µM. 360,000 tested, 0.37% active; in the data active = inhibition above about 19%;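 also: recombinant mutant TCR 2C K166C tagged with TAMRA read by polarization; 0% = receptor in buffer alone and 100% = receptor with positive control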
SIAE inh = inhibitors of human sialic acid acetylesterase SIAE; Q9HAT2; SIAE FP-Rh probe binding, fluorescence polarization; inhibition, % at 9.66 µM; 370,000 tested, 0.69% active; AID 1053197;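 active = inhibition above a cutoff: mean of compounds within the control limits plus 3 SD of those, cut at about 17% in these data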;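 also: 0% = plate median of compound wells and 100% = probe without SIAE protein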
Target sequence (Q9HAT2 whole entry, looked up): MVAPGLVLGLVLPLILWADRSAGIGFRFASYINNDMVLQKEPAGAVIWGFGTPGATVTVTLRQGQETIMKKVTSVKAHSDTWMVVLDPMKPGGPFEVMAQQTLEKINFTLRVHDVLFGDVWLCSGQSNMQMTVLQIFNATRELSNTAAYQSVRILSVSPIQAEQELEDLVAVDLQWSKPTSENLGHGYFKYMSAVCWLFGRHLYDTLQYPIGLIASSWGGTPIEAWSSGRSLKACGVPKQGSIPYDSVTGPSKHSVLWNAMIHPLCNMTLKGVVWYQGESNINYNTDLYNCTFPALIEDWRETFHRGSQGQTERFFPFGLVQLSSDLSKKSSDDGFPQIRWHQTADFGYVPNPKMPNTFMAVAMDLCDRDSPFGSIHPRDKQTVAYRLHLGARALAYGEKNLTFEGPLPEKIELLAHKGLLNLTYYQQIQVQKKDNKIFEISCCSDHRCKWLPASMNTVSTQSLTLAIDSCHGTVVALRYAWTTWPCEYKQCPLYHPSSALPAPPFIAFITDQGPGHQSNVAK
The depositor's hits bear a star; . = not tested or not shown.

SMILES	PRMT1 inh	Tn7 DDE FP	TDP2 absorb	UHRF1 binding	DDE Tn6 FP inh	proKLK7 act	LEDGF integ inh	MBD2 inh	TCR CD3 inh	SIAE inh
Cc1cc(C(=O)N2CCN(S(=O)(=O)c3ccc(F)c(Cl)c3)CC2)c(C)o1	-1	-5	-16	3	-6	-0.5	4	-10	3	-5
O=C(c1ccc(Cl)cc1)c1cnc(-c2ccc(Cl)cc2)s1	4	1	9	1	1	-0.2	-2	5	-7	2
Brc1cnc(OCc2ccccc2)nc1OCc1ccccc1	-5	-3	-16	-1	-9	0.9	3	12	3	-5
C=CCNc1nc(Nc2ccccc2F)nc(OCC)n1	2	-1	8	6	-10	-0.1	-5	1	-2	-7
C=CCn1c(O)c(C(CC)=Nc2ccccc2NC(=O)CC)c(=O)[nH]c1=O	-1	7	2	-5	1	1.3	-1	-11	4	6
O=S(=O)(NCC1COc2ccccc2O1)c1ccc2ccccc2c1 (stereo not given)	5	9	-8	4	-3	0.3	-4	3	4	-2
COc1ccc(C(=O)CSc2ccc(-c3ccc(C)cc3)nn2)cc1	-4	7	-5	1	5	-0.8	-1	-3	0	-13
CCc1ccc(C(C)NC(=O)C2(C)CC2(Br)Br)cc1 (stereo not given)	0	-3	4	-3	-7	0.3	4	1	-1	-3
COc1ccc(CC(=O)Oc2ccc(C(C)C)cc2)cc1S(=O)(=O)N1CCOCC1	-2	2	9	-1	1	0.8	-3	-2	-3	1
CCC(c1ccccc1)c1nnc(NC(=O)c2ccco2)s1 (stereo not given)	-1	-4	4	0	1	-0.1	-1	-2	-1	9
CCc1nc2ccc(C(=O)NCC3CCCCC3)cn2c1N(C)Cc1nccs1	0	3	-13	9	2	0.9	1	-1	0	-2
CC1(C(=O)N2CCN(C(=O)c3ccco3)CC2)CC1(Br)Br (stereo not given)	-2	0	-1	1	0	0.3	1	0	-2	-2
CN1C(=O)C(c2nnc(Nc3cccc4ccccc34)s2)C2CC1(C)Oc1ccccc12 (stereo not given)	2	6	1	4	-4	-1.7	-3	5	-7	-1
CN(C)c1ccc(S(=O)(=O)NCC(=O)OCC(=O)NC(=O)C2CCCCC2)cc1[N+](=O)[O-]	7	0	-8	2	-5	-0.4	0	5	-10	1
Cc1ccc(S(=O)(=O)N2CCC(C(=O)NCC3CC3)CC2)cc1	-1	4	-17	-2	-1	0.0	3	0	4	-4
CC(C)CCNC(=O)C(C)N(C(=O)c1snc(C(N)=O)c1N)c1cnc2ccccc2c1 (stereo not given)	-1	-7	-13	0	0	-1.3	3	-5	2	-2
Cc1nnc(SC/C=C/c2ccccc2)n(N)c1=O	0	0	5	0	4	-0.4	-4	1	1	2
C=C(C)COc1ccc(-c2nc(N)ncc2-c2ccc(Br)cc2)c(O)c1	3	1	-11	1	-6	-1.6	1	7	-7	-5
Nc1c(C(=O)O)sc2nc(-c3ccccc3)cc(-c3ccc(Cl)cc3)c12	-3	1	3	0	0	0.3	1	2	0	-18
O=C(CCCc1ccccc1)NCCc1ccccc1	0	3	-12	1	6	0.5	-7	3	-4	-2
Cc1cc(OCc2ccccc2)ccc1/C(O)=C1/C(=O)C(=O)N(Cc2cccnc2)C1c1ccncc1 (stereo not given)	-1	0	14	-2	3	0.2	1	-7	3	4
CN(C)S(=O)(=O)c1ccc(N2CCCC2)c(C(=O)Nc2ccccc2)c1	3	-5	1	-1	5	0.5	2	-2	-15	1
C#CCNC(=O)C[C@H]1C[C@@]2(C(=O)OC)C(=C[C@H](C(C)C)O[C@@H]2C2CC2)N(Cc2ccccc2)C1=O	0	-6	1	0	4	0.5	3	-1	8	4
CCOc1ccc(N2C(=O)CC(N(CCc3ccc(OC)c(OC)c3)C(=O)/C=C/C(=O)O)C2=O)cc1 (stereo not given)	7	-2	-2	3	4	0.7	-6	-2	2	1
COC(C)(C)[C@@H](O)COc1c2ccoc2cc2oc(=O)ccc12	-2	-10	-2	-2	-5	0.5	-1	-4	0	0
The listing continues:
SMILES	PRMT1 inh	Tn7 DDE FP	TDP2 absorb	UHRF1 binding	DDE Tn6 FP inh	proKLK7 act	LEDGF integ inh	MBD2 inh	TCR CD3 inh	SIAE inh
CC(=O)Nc1ccc(NC(=O)c2cc(-c3cc(C)cc(C)c3O)n[nH]2)cc1	2	9	-5	1	-14	-0.8	-5	3	-11	-20
CN(C)c1ccc(C(=O)Nc2cc(C(F)(F)F)ccc2-n2cncn2)cc1	-1	-3	7	1	-6	-0.1	-1	-1	0	0
CN1CCN(NC(=S)Nc2ccc(Oc3ccccc3)cc2)CC1	0	12	-7	-6	7	0.0	-4	-6	3	3
Cc1ccc2c(c1)N(CC(=O)O)C(=O)CO2	1	4	-11	-3	5	-0.1	5	-7	4	6
Cc1nn(-c2ccccc2)c(C)c1/C=N/n1c(-c2ccccc2Br)n[nH]c1=S	16	2	-15	2	-1	-0.1	-2	7	-4	7
CC(C)C(NC(=O)C(C)N1C(=O)c2ccccc2C1=O)c1ccccc1 (stereo not given)	1	0	-1	3	3	-0.5	4	2	-4	-4
Cc1ccc(NS(=O)(=O)c2ccc(OCC(=O)N3CCOCC3)cc2)cc1	-1	0	5	0	6	0.0	3	-1	3	-1
COc1ccccc1-c1nnc(SC(C)C(=O)N2CCOCC2)o1 (stereo not given)	1	4	12	1	3	0.5	-2	1	8	4
Cc1cc(Br)ccc1NC(=O)CN(C)C(=O)CCSc1ccc(F)cc1	1	-3	-1	7	9	-0.1	-4	1	2	3
Cc1nn(C(=O)N2CCOCC2)c(C)c1C	-1	-4	5	3	-4	0.4	4	-1	0	0
Cc1c(Br)cccc1NC(=O)C1(C)CCN1Cc1ccc(OC(C)C)cc1 (stereo not given)	-4	2	0	14	8	-0.2	-1	9	4	-2
CN(CC(=O)Nc1ccccc1Cl)C(=O)C1CCN(C(=O)c2ccc(Cl)cc2)CC1	2	-8	-1	0	-3	0.2	-2	-2	-5	2
Cc1ccccc1OCCCC(=O)Nc1ccc(S(=O)(=O)Nc2onc(C)c2C)cc1	-4	-5	-9	2	0	-0.2	0	4	4	4
CCCCOC(=O)c1nc(Cl)c(Cl)c(N)c1Cl	-1	-4	2	0	-8	-0.1	-1	3	-2	-1
CC(=O)Nc1ccc(OCC(O)CN2CCN(c3ccc(C)c(Cl)c3)CC2)cc1 (stereo not given)	2	-9	-1	2	7	-0.1	3	1	-1	6
CN(CCOC(=O)c1cccs1)C1CN(Cc2cn(Cc3ccccc3Cl)nn2)S(=O)(=O)C1 (stereo not given)	5	3	-2	6	-3	0.1	-1	7	.	3
Cc1ccc(S(=O)(=O)N2CCN(c3ccc4nnc(-c5ccccc5)n4n3)CC2)cc1	2	4	1	2	-4	0.1	2	3	-1	-5
CCc1nc(SCC(=O)N2CCN(c3ccccc3)CC2)c2oc3ccccc3c2n1	-3	6	-11	3	4	-0.1	-4	-1	6	-9
Cn1c(N)c(S(=O)(=O)N2CCCC2)c(=O)n(C)c1=O	1	-4	-10	1	2	0.0	-4	-2	6	2
Oc1c(Br)cc(Br)cc1C=NCc1ccc(F)cc1	8	7	-2	-3	-2	-2.8	3	-4	3	4
Cc1ccc(-n2c(C)c3c(C)nnc(C)c3c2C)cc1C	2	4	4	0	2	6.2	0	-2	1	2
S=C(NCCCN1CCOCC1)N1CCN(c2cccc(Cl)c2)CC1	-3	-2	-12	0	8	-0.1	-2	2	4	-2
Cc1ccc([N+](=O)[O-])cc1NC(=O)CN1CCCCC1	-2	-1	6	15	-1	0.5	4	4	3	7
CC1(C)CC[C@]2(C(=O)O)[C@H](O)C[C@]3(C)C(=CCC4[C@@]5(C)C[C@H](O)[C@H](O)[C@@](C)(CO)C5CC[C@]43C)[C@@H]2C1 (stereo not given in full)	-7	-1	-11	-1	5	-0.5	2	5	9	-5
CCOC(=O)c1c(NC(=O)c2cccs2)sc(C)c1CC	1	-1	-2	-1	-3	-0.5	0	4	-2	0

Arranged by the number under SIAE inh (rising): 3 of the compounds above
SMILES	PRMT1 inh	Tn7 DDE FP	TDP2 absorb	UHRF1 binding	DDE Tn6 FP inh	proKLK7 act	LEDGF integ inh	MBD2 inh	TCR CD3 inh	SIAE inh
Cc1nn(C(=O)N2CCOCC2)c(C)c1C	-1	-4	5	3	-4	0.4	4	-1	0	0
CN1CCN(NC(=S)Nc2ccc(Oc3ccccc3)cc2)CC1	0	12	-7	-6	7	0.0	-4	-6	3	3
COc1ccccc1-c1nnc(SC(C)C(=O)N2CCOCC2)o1 (stereo not given)	1	4	12	1	3	0.5	-2	1	8	4

Later entries:
SMILES	PRMT1 inh	Tn7 DDE FP	TDP2 absorb	UHRF1 binding	DDE Tn6 FP inh	proKLK7 act	LEDGF integ inh	MBD2 inh	TCR CD3 inh	SIAE inh
CCOC(=O)C1=C(O)C(=O)N(c2ccc(S(N)(=O)=O)cc2)C1c1ccc(OC)cc1OC (stereo not given)	-1	-2	-1	7	5	0.9	2	-6	6	2
C[C@H](CO)N1C[C@H](C)[C@@H](CN(C)C(=O)Nc2ccc3c(c2)OCCO3)OCc2cn(nn2)CCCC1=O	-1	7	1	0	8	0.1	-2	0	5	7
Cc1cnc([N+](=O)[O-])n1CCOC(=O)NC(=O)c1c(F)cccc1F	1	1	3	1	-4	-0.2	-4	2	-8	-3
COc1ccccc1C(=O)N=Nc1c(O)[nH]c2ccc([N+](=O)[O-])cc12	0	-4	-10	-3	-8	-0.2	5	-3	-1	2
COc1ccc(-n2nc(C(=O)NCC(=O)N3CCCC3)c3ccccc3c2=O)c(OC)c1	-3	-1	-17	4	-5	0.8	0	-7	-9	-9
O=C(CNC1CCCCC1)Nc1ccc(Cl)cc1	-6	5	3	-1	5	-0.1	-2	4	1	1
CC(C)CCOC(=O)/C(=C/c1ccco1)NC(=O)/C=C/c1ccccc1	0	-3	-10	-3	8	0.2	5	-1	4	2
CCCNC(=O)c1nn2c(C(F)(F)F)cc(-c3ccccc3)nc2c1Br	-1	1	-7	0	-5	0.2	2	2	3	-2
Cc1cc([N+](=O)[O-])ccc1NC(=O)C1CCCO1 (stereo not given)	-1	-4	13	-2	0	0.1	-1	-3	6	-2
CC(C)NC(=O)Nc1ccc2c(c1)C(=O)N([C@@H](C)CO)C[C@@H](C)[C@H](CN(C)Cc1ccccc1)OCCCC[C@H](C)O2	-4	-1	-7	5	-1	0.2	3	1	-2	7
Cc1cccc(C(=O)NCCC(=O)Nc2ccc(C#N)cc2)c1	-3	-1	-11	0	-3	-0.3	1	2	1	11
CCNC(=O)c1c(NC(=O)c2cc(-c3cc(C)cc(C)c3O)n[nH]2)sc2c1CCCC2	-4	5	9	-2	6	-17	4	-7	7	1
Cc1nc2ccc(C(=O)Nc3ccc4nc[nH]c4c3)cc2[nH]1	-2	3	-1	-2	-1	-0.5	-2	-5	-3	5
CN(C)c1nc(N(C)C)n(C(=O)c2cccs2)n1	-5	4	1	-1	0	-0.4	1	-3	5	1
CN(C(=O)CSC1=NCCS1)c1ccccc1	4	-9	-8	1	2	0.5	0	-1	6	-3
COCCn1c(C)cc(C(=O)COC(=O)CCS(=O)(=O)c2ccc(C)cc2)c1C	2	-3	5	-1	0	-0.3	1	-3	-8	1
CCOc1ccc(NC(=O)C[n+]2ccccc2)cc1	8	-7	0	2	2	0.5	3	0	2	3
